Bioassay records (PubChem)
HCMV inh: inhibitors of human cytomegalovirus; HFF cells, HCMV-luciferase reporter, 72 h; active compounds read low; activity change, negative = inhibition, % at 57.5 µM; 4.5% of 410,000 active; AID 1259415; in the data active means activity change below about -60%; inconclusive means no clear call, values can overlap the other calls; inactive means above about -39%
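Steps: HFFs plated, 16 h 37C; compounds added; HCMV-luciferase added to MOI 1 PFU/cell; 72 h 37C; OneGlo reagent, 5 min room temperature; luminescence read, normalized to controls.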
FBPA Giardia inh: blocks Giardia fructose-bisphosphate aldolase activity; purified Giardia FBPA; 0.71% of 290,000 active; AID 2451; A8B2U2; Potency, µM (highest dose often 59.6 µM), inactives show top-dose activity, negative = inhibition, most hits filed as inhibitors; further: potency means the concentration at half of the fitted maximal effect; nearly all actives have a fitted effect of over 55% in size
Target sequence (A8B2U2 whole entry, looked up): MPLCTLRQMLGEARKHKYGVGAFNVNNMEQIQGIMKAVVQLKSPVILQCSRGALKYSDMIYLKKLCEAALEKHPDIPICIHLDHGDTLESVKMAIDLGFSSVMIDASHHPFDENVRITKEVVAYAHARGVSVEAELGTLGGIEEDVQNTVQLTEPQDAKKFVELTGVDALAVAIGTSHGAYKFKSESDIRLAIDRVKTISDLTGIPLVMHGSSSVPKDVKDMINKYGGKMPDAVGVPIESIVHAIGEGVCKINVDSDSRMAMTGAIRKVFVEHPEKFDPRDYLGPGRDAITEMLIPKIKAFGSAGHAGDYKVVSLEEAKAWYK
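40 nM FBPA preincubated 10 min at RT with compound (up to 57.5 uM final), then substrate plus GAPDH/TPI/NAD/arsenate coupling and diaphorase/resazurin added. Fluorescence read after 20 min at RT, 525/598 nm.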
AmpC detergent: blocks E. coli AmpC beta-lactamase in detergent assay; P00811; AmpC hydrolysis of nitrocefin, absorbance 480 nm, 0.01% Triton; Potency, µM (series often up to 114 µM), without a hit: at the top dose activity change, negative = inhibition, most hits filed as inhibitors; 0.041% of 370,000 active;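 further: potency means the concentration at half of the fitted maximal effect; 0% = no-compound wells and -100% = no-enzyme wells; nearly all actives have a fitted effect of over 25% in size; some results filed as inactive show a strong effect at the top dose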
Target sequence (P00811 whole entry, looked up): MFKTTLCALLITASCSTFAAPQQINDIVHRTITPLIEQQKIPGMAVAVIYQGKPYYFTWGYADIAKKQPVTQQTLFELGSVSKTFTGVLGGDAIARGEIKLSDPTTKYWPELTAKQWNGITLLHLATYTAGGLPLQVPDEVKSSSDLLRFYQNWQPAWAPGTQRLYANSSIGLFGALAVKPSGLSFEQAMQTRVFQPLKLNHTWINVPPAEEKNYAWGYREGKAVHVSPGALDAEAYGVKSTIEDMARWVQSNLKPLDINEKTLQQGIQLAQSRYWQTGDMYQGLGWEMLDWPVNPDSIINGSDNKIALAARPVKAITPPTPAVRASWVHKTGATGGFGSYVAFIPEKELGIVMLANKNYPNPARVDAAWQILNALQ
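20 mM phosphate pH 7.0 + 0.01% (detergent screen) or 0.0001% Triton X-100; 5.3 nM AmpC reagent; cpd preinc 15 min RT; nitrocefin (800 uM stock) to start; A480 q20 s × 4 min; Activity was normalised to no-enzyme and no-compound control wells.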
Sm TGR block: blocks Schistosoma mansoni thioredoxin glutathione reductase. Q962Y6. purified TGR, DTNB reduction, TNB absorbance 405 nm. Potency, µM (top dose mostly 114 µM), for the others: at the top dose activity change, negative = inhibition, actives largely listed as inhibitors. 3% of 360,000 active. AID 485364; further: potency means the concentration at half of the fitted maximal effect; nearly all actives have a fitted effect of over 60% in size
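First, TGR (20 nM dispensed) and NADPH were mixed with compound. Second, a 15 min room-temperature incubation followed. Third, further NADPH and then DTNB were added to start the reaction. Finally, TNB absorbance was monitored kinetically.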
AmpC no deterg: inhibitors of E. coli AmpC beta-lactamase without detergent. P00811. AmpC nitrocefin hydrolysis, absorbance 480 nm, 0.0001% Triton. Potency, µM (series often up to 57.1 µM), without a hit: at the top dose activity change, negative = inhibition, most hits filed as inhibitors. 0.52% of 330,000 active. AID 485341;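 further: potency means the concentration at half of the fitted maximal effect; plate controls were no compound for no effect and no enzyme for full effect; nearly all actives have a fitted effect of over 20% in size; some results filed as inactive show a strong effect at the top dose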
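AmpC (5.3 nM in the dispensed reagent) in 20 mM phosphate pH 7.0 with 0.01% (detergent screen) or 0.0001% Triton X-100 was preincubated with compounds for 15 min at room temperature. Nitrocefin was then added from an 800 uM solution, and hydrolysis was followed at 480 nm.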
AMA1 RON2 block: inhibitors of Plasmodium falciparum AMA1-RON2 interaction; AlphaScreen AMA1-biotinylated RON2 peptide binding; Potency, µM (doses to about 58.2 µM), inactives show at the highest dose activity change, negative = inhibition, hits mostly inhibitors; 0.2% of 360,000 active;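 further: potency means the concentration at half of the fitted maximal effect; 0% = vehicle wells and -100% = peptide control; nearly all actives have a fitted effect of over 45% in size; some results filed as inactive show a strong effect at the top dose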
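AMA1 (3D7) with his tag at 25 nM final met compounds first, then biotinylated RON2 peptide at 25 nM; detection used donor plus acceptor beads, 10 µg/mL apiece, read by AlphaScreen after 30 min at room temperature.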
* = called active by the depositor; & = joins results of further samples; [ ] = dose if it differs, or a comment. Unless noted, the call rests on the fitted dose curve; in most records, active means well fitted curve in the direction sought with a large enough effect; inconclusive means small, poorly fitted or top-dose-only effect, or another doubt; inactive means no such curve, though single readings can be large; an effect the other way counts as inactive or inconclusive. Unless noted, on the % scale 0 is the no-effect control and ±100 the full control effect.

Start of the listing, in advance, two compounds:
`Cc1ccnc2nc(C(=O)OCC(=O)NCc3cccc(Cl)c3)nn12` gave HCMV inh -12, AmpC detergent 7%, Sm TGR block 1%, AmpC no deterg -7% and AMA1 RON2 block -3%.
For CCCN1CCN(CCCNC(=O)C2CCCN(c3nc4ccc(OCC)cc4s3)C2)CC1 (centres undefined) the results were FBPA Giardia inh 9%, AmpC detergent inconclusive, Sm TGR block 2%, AmpC no deterg -6% and AMA1 RON2 block -4%.

The whole of this part, from the first entry:
`Cc1ccnc2nc(C(=O)OCC(=O)NCc3cccc(Cl)c3)nn12` gave HCMV inh -12, AmpC detergent 7%, Sm TGR block 1%, AmpC no deterg -7% and AMA1 RON2 block -3%.
For CCCN1CCN(CCCNC(=O)C2CCCN(c3nc4ccc(OCC)cc4s3)C2)CC1 (centres undefined) the results were FBPA Giardia inh 9%, AmpC detergent inconclusive, Sm TGR block 2%, AmpC no deterg -6% and AMA1 RON2 block -4%.
COc1ccc(/C(O)=C/c2nc3ccccc3n(-c3ccccc3)c2=O)cc1 was read as HCMV inh 9, FBPA Giardia inh -1%, AmpC detergent -9%, Sm TGR block 2%, AmpC no deterg -18% and AMA1 RON2 block 9%.
For CCOc1cccc(C(=O)N(Cc2ccc(CC)cc2)C2CCS(=O)(=O)C2)c1 (centres undefined) the results were HCMV inh 25, AmpC detergent -1% and Sm TGR block 4%.
For Cc1ccc(NC(=O)N2CCc3ccccc3C2)cc1C the results were HCMV inh 204, FBPA Giardia inh -14%, AmpC detergent inconclusive, Sm TGR block -9%, AmpC no deterg -35% and AMA1 RON2 block 15%.
For O=C(NCC(c1ccc2c(c1)OCO2)N1CCOCC1)C(=O)Nc1ccc(F)cc1F (centres undefined) the results were HCMV inh 55, AmpC detergent 9% and Sm TGR block 16%.
Screening CCN1CCN(C(c2cccc(F)c2)c2c(O)cc(C)n(Cc3ccco3)c2=O)CC1 (centres undefined) returned HCMV inh 23, AmpC detergent 1% and Sm TGR block 5µM*.
`CN(CC(=O)Nc1cccc(F)c1)C(=O)c1ccc2c(c1)CC(c1ccccc1)OC2=O` (centres undefined) gave HCMV inh -19, AmpC detergent 0%, Sm TGR block -5%, AmpC no deterg 44% and AMA1 RON2 block -9%.
Screening O=C(Cn1cnc2c(nnn2Cc2ccc(Cl)cc2)c1=O)N1CCN(c2ccccc2)CC1 returned HCMV inh -25, FBPA Giardia inh 3%, AmpC detergent 2%, Sm TGR block -2%, AmpC no deterg 29% and AMA1 RON2 block -27%.
O=C1NCC(COc2cccc3ccccc23)O1 (centres undefined) was read as HCMV inh 6, FBPA Giardia inh -3%, AmpC detergent 5%, Sm TGR block 1%, AmpC no deterg -24% and AMA1 RON2 block 12%.
`COC(=O)c1cc(Br)c(=O)n(CCC2=CCCCC2)c1` gave HCMV inh -19, FBPA Giardia inh -2%, AmpC detergent -5%, Sm TGR block -18%, AmpC no deterg -13% and AMA1 RON2 block 4%.
Screening CSc1ncccc1C(=O)NC1CCN(Cc2ccccc2)CC1 returned HCMV inh -24, AmpC detergent 7%, Sm TGR block -5%, AmpC no deterg -13% and AMA1 RON2 block -10%.
For CCOC(=O)CNC(=O)CSc1nnc(CCc2nc3ccccc3[nH]2)n1C the results were HCMV inh -15, FBPA Giardia inh -6%, AmpC detergent -8%, Sm TGR block -16%, AmpC no deterg -12% and AMA1 RON2 block 8%.
Screening O=C(c1c2c(nc3ccccc13)C(=O)N(C1CCCCC1)C2)N1CCN(c2ccc(F)cc2)CC1 returned HCMV inh 33, AmpC detergent -2% and Sm TGR block 3%.
For CC(C)C(NC(=O)CCNC(=O)c1ccc(C(C)(C)C)cc1)c1nc2ccccc2[nH]1 (centres undefined) the results were HCMV inh 1, AmpC detergent -8%, Sm TGR block -9%, AmpC no deterg 133%[activator] and AMA1 RON2 block -7%.
Screening COC(=O)[C@]1(C)N[C@H](c2ccc(-c3ccc(Cl)c(Cl)c3)cc2)[C@@H]2C(=O)N(C)C(=O)[C@@H]21 returned HCMV inh 28, AmpC detergent 3%, Sm TGR block -26%, AmpC no deterg 0% and AMA1 RON2 block -7%.
COc1ccccc1CNc1nc(-c2ccco2)nn1S(=O)(=O)c1ccc2ccccc2c1 was read as HCMV inh 2, AmpC detergent 3% and Sm TGR block inconclusive.
For COc1ccc(CNC(=O)C(=O)NCC2OCCN2S(=O)(=O)c2ccc(C)cc2)cc1 (centres undefined) the results were HCMV inh -14, FBPA Giardia inh -1%, AmpC detergent 8%, Sm TGR block 0%, AmpC no deterg 10% and AMA1 RON2 block 4%.
`CCOC(=O)c1c(C)[nH]c(C)c1S(=O)(=O)N1CCC(C(=O)NCc2ccc(N(C)C)cc2)CC1` gave HCMV inh 0, AmpC detergent 3% and Sm TGR block 0%.
Screening COc1cc(/C=N/NC(=O)COc2cccc(F)c2)ccc1OS(=O)(=O)c1ccc(C)cc1 returned HCMV inh inconclusive, FBPA Giardia inh -4%, AmpC detergent -9%, Sm TGR block -5%, AmpC no deterg -18% and AMA1 RON2 block -7%.

3 entries already listed, arranged by molar mass, smallest number first.
O=C1NCC(COc2cccc3ccccc23)O1 (centres undefined) was read as HCMV inh 6, FBPA Giardia inh -3%, AmpC detergent 5%, Sm TGR block 1%, AmpC no deterg -24% and AMA1 RON2 block 12%.
For COc1ccc(CNC(=O)C(=O)NCC2OCCN2S(=O)(=O)c2ccc(C)cc2)cc1 (centres undefined) the results were HCMV inh -14, FBPA Giardia inh -1%, AmpC detergent 8%, Sm TGR block 0%, AmpC no deterg 10% and AMA1 RON2 block 4%.
For CCCN1CCN(CCCNC(=O)C2CCCN(c3nc4ccc(OCC)cc4s3)C2)CC1 (centres undefined) the results were FBPA Giardia inh 9%, AmpC detergent inconclusive, Sm TGR block 2%, AmpC no deterg -6% and AMA1 RON2 block -4%.

(further entries)
Cc1ccnc2c1NC(=O)c1cccnc1N2C1CC1 was read as HCMV inh -35, FBPA Giardia inh 3%&6%, AmpC detergent 1%&3%, Sm TGR block 0%&2%, AmpC no deterg -19%&-9% and AMA1 RON2 block 0%.
For O=C(Nc1ccc(Cl)cn1)c1cccc2ccccc12 the results were HCMV inh 11, FBPA Giardia inh -2%, AmpC detergent inconclusive, Sm TGR block -22%, AmpC no deterg -18% and AMA1 RON2 block -1%.
Screening O=C(CO/N=C/c1ccc(OC(F)F)cc1)NC1CCCCCC1 returned HCMV inh inconclusive, FBPA Giardia inh -2%, AmpC detergent -17%, Sm TGR block 0%, AmpC no deterg 7% and AMA1 RON2 block 1%.
`COc1cccc(C(=O)Nc2nc(C)cs2)c1` gave HCMV inh 134, FBPA Giardia inh -4%, AmpC detergent -7%, Sm TGR block 6%, AmpC no deterg -18% and AMA1 RON2 block -8%.
Screening Cc1nn(C(=O)c2ccc([N+](=O)[O-])cc2)c(C)c1Br returned HCMV inh -21, FBPA Giardia inh 1%, AmpC detergent -11%, Sm TGR block -3%, AmpC no deterg -19% and AMA1 RON2 block -12%.
Screening COc1c(C)cc(S(=O)(=O)NCc2ccccn2)c(C)c1C returned HCMV inh -2, FBPA Giardia inh -6%, AmpC detergent inconclusive, Sm TGR block -4%, AmpC no deterg -6% and AMA1 RON2 block 12%.
CCN(CC)C(=O)c1ccc(NC(=O)CNC(C)c2cccc3ccccc23)cc1 (centres undefined) was read as HCMV inh 12, FBPA Giardia inh -4%, AmpC detergent -4%, Sm TGR block -15%, AmpC no deterg 130%[activator] and AMA1 RON2 block -8%.
For COc1ccc(Cl)cc1NC(=O)c1cc(-c2ccccc2O)n[nH]1 the results were HCMV inh -31, FBPA Giardia inh -4%, AmpC detergent -22%, Sm TGR block 0%, AmpC no deterg inconclusive and AMA1 RON2 block 38%[activator].
Screening COc1ccccc1C1N=C(c2ccccc2C)NO1 (centres undefined) returned HCMV inh 15, FBPA Giardia inh -1%, AmpC detergent -11%, Sm TGR block 7%, AmpC no deterg -20% and AMA1 RON2 block -1%.
For CN(C)c1ccc(P(=O)(OCc2ccccc2)C(O)c2ccncc2)cc1 (centres undefined) the results were HCMV inh -4, FBPA Giardia inh -2%, AmpC detergent 3%, Sm TGR block 0%, AmpC no deterg -2% and AMA1 RON2 block -10%.
For COc1ccc(N2C(=O)C(Cl)=C(Nc3ccccc3O)C2=O)cc1 the results were HCMV inh -19, FBPA Giardia inh -16%, AmpC detergent -9%, Sm TGR block 40µM*, AmpC no deterg -43% and AMA1 RON2 block -5%.
`COc1ccccc1N1CCN(Cc2cc(C)c(C)cc2O)CC1` gave HCMV inh -20, FBPA Giardia inh -3%, AmpC detergent -4%, Sm TGR block -1%, AmpC no deterg 12% and AMA1 RON2 block -29%.
O=C(c1sc2cc(Cl)ccc2c1Cl)N1CCN(CCc2ccccn2)CC1 was read as HCMV inh -34, FBPA Giardia inh -6%, AmpC detergent -13%, Sm TGR block 2%, AmpC no deterg 153%[activator] and AMA1 RON2 block -13%.
For CC1=C/C(=N\NC(=S)NCc2ccccc2)CC1 the results were HCMV inh -29, FBPA Giardia inh 2%, AmpC detergent 0%, Sm TGR block -9%, AmpC no deterg -19%[2.29 µM] and AMA1 RON2 block -11%.
For CCOC(=O)CCCNC(=O)CN1C(=O)NC2(CCCCCC2)C1=O the results were HCMV inh 34, FBPA Giardia inh -1%, AmpC detergent -11%, Sm TGR block -9%, AmpC no deterg -8% and AMA1 RON2 block -2%.
Screening Clc1cccc(-c2ccc(/C=N/n3cnnc3)o2)c1Cl returned HCMV inh -15, FBPA Giardia inh 0%, AmpC detergent -8%, Sm TGR block 1%, AmpC no deterg -18% and AMA1 RON2 block 10%.
Screening FC(F)(F)c1ccc(Cl)c(NC(=S)NC2CC2)c1 returned HCMV inh -32, FBPA Giardia inh 0%, AmpC detergent inconclusive, Sm TGR block -24%, AmpC no deterg -10% and AMA1 RON2 block 20%.
Screening COc1ccccc1Cn1c(CNS(=O)(=O)c2cccc([N+](=O)[O-])c2)nc2cccnc21 returned HCMV inh -26, AmpC detergent 3% and Sm TGR block -8%.
For O=C(Cc1cccs1)Nc1ccc(S(=O)(=O)N2CCCC2)cc1 the results were HCMV inh -36, FBPA Giardia inh -2%, AmpC detergent -3%, Sm TGR block -20%[57.1 µM], AmpC no deterg -47% and AMA1 RON2 block -3%.
`Cc1cccc(NC(=S)NNC(=S)NC2CCCCC2)c1C` gave HCMV inh 10, FBPA Giardia inh 2%, AmpC detergent 0%, Sm TGR block 12%, AmpC no deterg -36% and AMA1 RON2 block 90%[activator].
Screening COc1cc(CNCCc2ccc(F)cc2)ccc1OCc1ccc(Cl)nc1 returned HCMV inh -17, FBPA Giardia inh -1%, AmpC detergent -2%, Sm TGR block 19%, AmpC no deterg 17% and AMA1 RON2 block -12%.
Screening Cc1cc(-c2csc(N)n2)c(C)n1Cc1ccccc1 returned HCMV inh 26, FBPA Giardia inh inconclusive, AmpC detergent -7%, Sm TGR block 0%, AmpC no deterg -31% and AMA1 RON2 block -5%.
COC(=O)c1ccc(NC(c2ccc(Cl)cc2)P(=O)(OC)OC)cc1 (centres undefined) was read as HCMV inh inconclusive, FBPA Giardia inh 0%, AmpC detergent -1%, Sm TGR block -8%, AmpC no deterg 85%[activator] and AMA1 RON2 block -1%[11.6 µM].
